Screening data as filed in PubChem.
HTRA1 inh: HTRA1 serine protease inhibitors, primary screen, biochemical, fluorescence polarization, HTS; recombinant HTRA1, FP-rhodamine activity-based probe; inhibition, % at 5.96 µM; hit rate 0.5% among 340,000; AID 504803, 2011; in the data active = inhibition above about 36%;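 note: 0% = enzyme with DMSO and 100% = wells lacking enzyme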
Target sequence (Q92743 whole entry, looked up): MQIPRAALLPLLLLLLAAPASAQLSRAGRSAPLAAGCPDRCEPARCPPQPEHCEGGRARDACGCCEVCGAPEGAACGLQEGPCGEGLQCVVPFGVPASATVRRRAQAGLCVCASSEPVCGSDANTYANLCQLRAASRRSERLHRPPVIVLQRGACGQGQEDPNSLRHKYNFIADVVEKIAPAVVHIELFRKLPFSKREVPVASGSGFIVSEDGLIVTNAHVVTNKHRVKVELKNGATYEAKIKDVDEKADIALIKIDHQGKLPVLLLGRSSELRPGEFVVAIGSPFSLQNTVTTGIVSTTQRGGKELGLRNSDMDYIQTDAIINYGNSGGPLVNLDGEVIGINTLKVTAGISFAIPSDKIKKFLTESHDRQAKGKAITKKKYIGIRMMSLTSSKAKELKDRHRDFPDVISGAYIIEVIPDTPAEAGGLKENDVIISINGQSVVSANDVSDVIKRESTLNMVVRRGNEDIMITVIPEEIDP
An asterisk follows results filed as active.

HTRA1 inh	SMILES
-5.2	O=C(N/N=C/c1ccc2c(c1)OCO2)c1ccc(COCC(F)(F)C(F)F)cc1
2.3	CC(=O)N1c2ccc(S(=O)(=O)N(C)CC(=O)N3CCCC3)cc2CC1C (stereo unspecified)
-2.8	CN1C(=O)C2(N=c3ccccc3=N2)c2ccccc21
-57.4	Cc1cc(/C=C\c2ccc3cc(N(C)C)ccc3[n+]2C)c(C)n1-c1ccccc1
-5.8	Cc1cc(C)n(-c2nc(N(c3ccccc3)c3ccccc3)nc(-n3nc(C)cc3C)n2)n1
48.1*	CCC(=O)OC1(C)C(=O)C=C2C=C(c3ccsc3)OC=C2C1=O (stereo unspecified)
-11.5	C#CCOCCOCCOCCNc1nc(N2CCN(C(=O)CCCCCCCCCCNC(=O)Cn3cc(C[C@@H](C)O)nn3)CC2)nc(N2CCN(C(=O)CCCCCCCCCCNC(=O)[C@@H]([C@H](C)O)n3cc(C)nn3)CC2)n1
-6.8	O=C(Cn1ccn(-c2ccc(F)c(Cl)c2)c(=O)c1=O)NCCc1ccccc1
-18.6	O=C(Cn1ncc2c3ccccc3n(Cc3ccccc3)c2c1=O)N1CCN(c2ncccn2)CC1
4.1	O=[N+]([O-])c1ccc(S(=O)(=O)c2cccc(C(F)(F)F)c2)nc1
5.8	CCc1nn(CC(=O)NCCc2ccc(S(N)(=O)=O)cc2)c(=O)c2cc3sccc3n12
-0.5	Cc1c(C(=O)N2CCOCC2)sc2ncn(CC(=O)N3CCC(C)CC3)c(=O)c12
8.4	Cc1ccc(-c2[nH]nc3c2C(c2ccoc2)C(C#N)=C(N)O3)cc1C (stereo unspecified)
2.8	O=C(NC(CO)Cc1ccc([N+](=O)[O-])cc1)C(Cl)Cl (stereo unspecified)
0.2	CC/C(C)=N\N=C\c1c(O)n(CC)c2cc(C3=NNC(=O)CC3)ccc12

HTRA1 inh	SMILES
-24.8	COc1ccc(C(=O)C(C)OC(=O)c2cccc(S(=O)(=O)Nc3cc(Cl)c(OC)cc3OC)c2)cc1 (stereo unspecified)
2.2	c1ccc(C2CCC(N3CCN(c4ccccc4)CC3)CC2)cc1 (stereo unspecified)
-51.8	Cc1ccc(NC(=O)C2SC(=Nc3ccccc3)C(C(=O)Nc3ccc(Cl)cc3)=C2N)cc1 (stereo unspecified)
-35.4	COc1cccc(-c2sc3ccccc3c2-c2ccc(OCCN3CCCCC3)cc2)c1
-75.9	O=C(C1=C[C@@H](c2ccc(Br)cc2)C[C@@H](OCc2ccc(CO)cc2)O1)N1CCN(Cc2ccccc2)CC1
-54.1	O=S(=O)(/C(=C\c1ccc(C(F)(F)F)cc1)c1nc2ccccc2[nH]1)c1ccccc1
2.1	Cc1cccc2cc(C(c3nnnn3Cc3ccccc3)N3CCN(C)CC3)c(=O)[nH]c12 (stereo unspecified)
5.9	CCC(C)(C(=O)NC1CCCC1)N(C(=O)c1cnccn1)c1c(C)n(C)n(-c2ccccc2)c1=O (stereo unspecified)
7.3	Cn1c(=O)n(C)c2cc(NS(=O)(=O)c3ccccc3)ccc21
6.3	Cc1nnc(NC(=O)c2ccc(S(=O)(=O)N(C)Cc3ccccc3)cc2)o1
-21.8	Cc1cccc(C)c1NC(=O)c1cccc2c1C(=O)N(C1CCCCC1)C2
-6.3	CC(=O)c1c(N)[nH]c(-c2ccccc2)nc1=S
1.5	NC(=O)c1ccc[n+]([C@H]2O[C@@H](COP(=O)([O-])OP(=O)(O)OC[C@H]3O[C@@H](n4cnc5c(N)ncnc54)[C@H](O)[C@@H]3O)[C@H](O)[C@@H]2O)c1
-27.5	COc1cc(-c2nnc(SCc3c(F)cccc3Cl)o2)cc(OC)c1OC
0.6	O=C(NCc1ccco1)/C(=C\c1cccnc1)NC(=O)c1ccccc1F

With a hit mark in HTRA1 inh, of those listed so far:
HTRA1 inh	SMILES
48.1*	CCC(=O)OC1(C)C(=O)C=C2C=C(c3ccsc3)OC=C2C1=O (stereo unspecified)

Further results follow:
HTRA1 inh	SMILES
-5.6	O=C(Cn1c(=O)c2cccn2c2cccnc21)N1CCN(c2ccc(Cl)cc2)CC1
-20.7	COc1ccc(C(=O)O/N=C(\N)c2ccc(OC)c(OC)c2)c(OC)c1
-4.6	O=C(O)c1cc2ccccc2c(N=Nc2cccnc2)c1O
-1.5	c1ccc(-c2cn3nc(-c4ccccc4)sc3n2)cc1
-2.7	O=C(COc1ccccc1)N1CCN(C(=O)COc2ccccc2)CC1
1.8	Cc1ccn2c(=O)c(C(=O)NCCCN3CCCCC3C)c(O)nc2c1 (stereo unspecified)
-43.2	COc1cccc(-c2nn(C)c3sc(C(=O)N4CCN(c5ccccn5)CC4)cc23)c1
-7.7	COc1cccc(C2CC(c3cccs3)=NN2C(=O)CSc2nc3c(cnn3-c3ccc(F)cc3)c(=O)[nH]2)c1OC (stereo unspecified)
-1.1	CCc1cc(C)c(O)c(CC)n1
-14.0	Cc1cc(C(C)(C)C)oc1C(=O)N(CC(=O)NC1CCCC1)c1cccc(C(F)(F)F)c1
-21.4	C#CCOCCOCCOCCNc1nc(N2CCN(C(=O)CCCCCCCCCCNC(=O)Cn3cc(CCCCCN)nn3)CC2)nc(N2CCN(C(=O)CCCCCCCCCCNC(=O)Cn3cc(CCCCCN)nn3)CC2)n1
-11.2	CCOC(=O)c1c(NC(=S)Nc2ccccc2)sc2c1CCCCC2
4.3	O=C(Nc1ccc2c(c1)OCCO2)c1ccccc1
-5.2	CCCCCCNC(=O)N[C@H](C(=O)NCCC[C@H]1CN2C(=NC[C@H]2C)N1CCC(c1ccccc1)c1ccccc1)C(C)O (stereo partly specified)
-0.4	O=C(c1cc2ccccc2oc1=O)N1CCN(c2ncccn2)CC1

HTRA1 inh	SMILES
47.6*	Cc1onc(-c2ccccc2Cl)c1C(=O)NCCn1c(C)cc2ccccc21
35.6	CCCc1sc(N/N=C/c2ccccn2)nc1-c1ccc(F)cc1
4.2	CN[C@H](C)C(=O)NC[C@H]1O[C@@H](n2cnc3c(N)ncnc32)[C@H](O)[C@@H]1O
-2.5	CCCCNc1c(-c2ccc(OC)c(SC3CCCCC3)c2)nc2cnccn12
-5.0	Cc1onc(C(=O)Nc2ccc(OC(F)(F)F)cc2)c1[N+](=O)[O-]
5.3	CC(=O)Nc1cccc2c1Cc1ccccc1-2
2.1	COC(=O)CCC(=O)OC1(C)C(=O)C=C2C=C(C3CC3)N(CCCOC(C)C)C=C2C1=O (stereo unspecified)
-7.9	COc1ccc(-c2nnc(N3CCCCC3)c3ccccc23)cc1
5.5	S=C(Nc1ccc2nc(-c3ccccn3)c(-c3ccccn3)nc2c1)N1CCCCC1
-0.2	COc1ccc(CC(=O)N2CCc3cc(OC)c(OC)cc3C2C)c(OC)c1 (stereo unspecified)
1.6	COC(=O)CNS(=O)(=O)c1ccc(OC)cc1
-41.6	COc1ccc(C2/C=C\CN(C(=O)c3ccc(C)cc3)[C@H](Cc3ccccc3)C(=O)N2Cc2ccc(F)cc2)cc1 (stereo partly specified)
11.9	O=C(O)Cc1cccc(=O)c(O)c1C(=O)O
-6.0	CC(=O)c1cccc(CN2CCC(n3nccc3NC(=O)CCc3ccccc3)CC2)c1
7.5	CC1=C(C)/C(=N/OC(=O)c2cccc([N+](=O)[O-])c2)C=CC1=O

HTRA1 inh	SMILES
-3.9	COc1ccc2c(c1)CCc1cc(C(=O)N3CCN(c4ccc(N5CCOCC5)nn4)CC3)sc1-2
-15.4	COc1ccc2cc1Oc1ccc(cc1)C[C@H]1c3c(cc(OC)c4c3Oc3c(ccc5c3[C@H](C2)N(C)CC5)O4)CCN1C
16.3	CC(/C=N/Nc1nnc2c(n1)[nH]c1ccccc12)=C\c1ccco1
74.0*	O=C(CSc1nc2nn(-c3ccccc3)c(=O)c-2c2n1CCCCC2)c1ccc(O)c(O)c1
1.6	CCOc1ccccc1C(=O)NC(C(=O)OCC(=O)Nc1nnc(-c2ccccc2)o1)C(C)C (stereo unspecified)
30.9	Oc1ccc(Nc2nc3ccccc3nc2Nc2ccc(O)cc2)cc1
-1.5	CC(=O)c1cccc(NC(=O)Cn2cnc(S(=O)(=O)N3CCOCC3)c2)c1
-0.6	CCC(C)(C)n1nnnc1CN(Cc1ccco1)Cc1cc2cc3c(cc2[nH]c1=O)OCO3
4.8	Cc1ccc(/C=N/Nc2ccc3c(C(F)(F)F)cc(C(F)(F)F)nc3n2)cc1
1.9	C#CCOCCOCCOCCNc1nc(N2CCN(C(=O)[C@H]([C@@H](C)CC)n3cc([C@@H](N)CO)nn3)CC2)nc(N2CCN(C(=O)[C@H]([C@@H](C)CC)n3cc([C@@H](N)Cc4ccc(O)cc4)nn3)CC2)n1
-1.2	COc1ccc(C/C(O)=C(\C#N)c2nc3ccccc3s2)cc1
-4.8	Nc1ccccc1SC(C[N+](=O)[O-])c1ccccc1 (stereo unspecified)
-16.4	COC(=O)[C@H](C)N(Cc1ccc(Cl)c(Cl)c1)S(=O)(=O)CCNC1CCCC1
9.2	CCc1ccc(OCC(=O)N/N=C2\CC(=O)c3ccccc32)cc1
-4.9	O=C(NC1CCCC1)C(c1ccc(Cl)cc1)N(Cc1ccc(F)cc1)C(=O)CCl (stereo unspecified)

HTRA1 inh	SMILES
3.8	Cc1ccc(Oc2cc(C#N)c(C#N)cc2-n2nnc3ccccc32)cc1C
5.2	CCOC(=O)c1cnc(-n2nc(C)cc2C)nc1NNc1nc(-c2ccccc2)cc(-c2ccccc2)n1
-1.3	COC(=O)c1ccc(C(=O)OC)c(NC(=O)c2cccnc2)c1
-32.2	COc1cc(OC)cc(-c2sc3ccc(OC)cc3c2-c2ccc(OCCN3CCCCC3)cc2)c1
0.6	O=[N+]([O-])/C(=C\Nc1ccccc1Cl)S(=O)(=O)c1ccccc1
4.4	Cc1ccccc1C(=O)NC(=S)Nc1ccccc1[N+](=O)[O-]
5.8	Nc1ccc2c(c1)Cc1c(F)cccc1-2
-8.5	O=[N+]([O-])c1ccccc1S(=O)(=O)N1CCN(S(=O)(=O)c2ccc3c(c2)OCCO3)CC1
-33.1	COc1cc(OC)cc(C(=O)Nc2ccc(-c3nc4ccccc4o3)c(O)c2)c1
-0.5	CCOc1nnnc2c1sc1nc(N3CCOCC3)c3c(c12)CCCC3
-12.2	O=C(Nc1cccc(F)c1)c1ccc2ncsc2c1
-18.3	COc1ccc(OC[C@@H](O)CNC(=O)c2cccc3c2C(=O)c2ccc(-c4ccc(F)cc4OCc4ccccc4)cc2S3(=O)=O)cc1
-5.4	Cc1ccc(S(=O)(=O)Cn2nnnc2C(C(C)C)N2CCc3ccccc3C2)cc1 (stereo unspecified)
1.0	COc1ccc(-c2ccc3c(c2)S(=O)(=O)c2cccc(C(=O)NC4CCCCC4)c2C3=O)cc1OC
9.1	Brc1ccc(-c2nnc3ccc(N4CCN(c5ccccc5)CC4)nn23)cc1

HTRA1 inh	SMILES
3.0	OC(CNC1Cc2ccccc2C1)c1ccccc1 (stereo unspecified)
-2.7	CC(C)(C)c1cc(C2=CSC3=NCCN23)cc(C(C)(C)C)c1O
4.4	COc1ccc(F)cc1S(=O)(=O)NC1CCCC1
-1.3	Cc1ccccc1-n1c(SCC(=O)c2cc(C)n(C)c2C)nnc1-c1cccnc1
0.0	COc1cccc(/C=C/C(=O)OCC(=O)Nc2nnc(-c3ccccc3)o2)c1
-1.2	CN(C)c1cc(NC(=O)CN2CCOCC2)c2ccccc2n1
-15.0	Cc1cc2n(n1)C(c1ccccc1)CC(c1ccc(Br)cc1)=N2 (stereo unspecified)
-7.5	O=C(O)c1c[nH]c2cc(C(F)(F)F)ccc2c1=O
20.6	Fc1ccc(C(CCNCc2ccccn2)c2ccc(Cl)cc2)cc1 (stereo unspecified)
38.9*	CC(=O)c1ccc(NC(=O)c2ccc3nc(-c4ccco4)c(-c4ccco4)nc3c2)cc1
-18.7	CCOC(=O)c1c(NC(C)=O)sc2c1CCC(C=NCCCN(CC)CC)=C2Sc1ccccc1
-3.0	c1ccc(COc2ccc(-c3csnn3)cc2)cc1
4.1	COc1cc(N2CCCC2)c(OC)cc1/C=C(/C#N)c1cccc(F)c1
1.4	CCCN(CCC)CCCNC(=O)C1CCC(CNS(=O)(=O)c2cccc3nsnc23)CC1 (stereo unspecified)
5.5	c1ccc(C(c2ccccc2)N2CCN(C(c3ccccn3)c3nnnn3C3CCCC3)CC2)cc1 (stereo unspecified)

7 structures already listed, sorted by SMILES length, high to low.
HTRA1 inh	SMILES
-18.7	CCOC(=O)c1c(NC(C)=O)sc2c1CCC(C=NCCCN(CC)CC)=C2Sc1ccccc1
-1.3	Cc1ccccc1-n1c(SCC(=O)c2cc(C)n(C)c2C)nnc1-c1cccnc1
4.1	COc1cc(N2CCCC2)c(OC)cc1/C=C(/C#N)c1cccc(F)c1
-2.7	CC(C)(C)c1cc(C2=CSC3=NCCN23)cc(C(C)(C)C)c1O
20.6	Fc1ccc(C(CCNCc2ccccn2)c2ccc(Cl)cc2)cc1 (stereo unspecified)
-1.2	CN(C)c1cc(NC(=O)CN2CCOCC2)c2ccccc2n1
-3.0	c1ccc(COc2ccc(-c3csnn3)cc2)cc1

The listing continues:
HTRA1 inh	SMILES
-7.3	O=C(Nc1ccc(F)cc1)c1ccc(NC(=O)C2CCCO2)cc1 (stereo unspecified)
9.6	Cc1ccc(S(=O)(=O)Nc2cccc3ncccc23)s1
-7.1	COc1ccc(N2CCN(C(=O)CCNS(=O)(=O)c3cc(Br)cnc3N)CC2)cc1
37.7*	CC(C)C(=O)NC(c1cccs1)c1cc([N+](=O)[O-])c2cccnc2c1O (stereo unspecified)
-28.1	CCc1nnc(NS(=O)(=O)c2ccc(NCc3cc(Br)ccc3O)cc2)s1
9.5	CCOc1ccc(NC(=S)/C(=C(\[O-])c2ccc(C)c([N+](=O)[O-])c2)[n+]2ccccc2)cc1
-2.6	Cc1c(Nc2scc(-c3ccccc3)[n+]2-c2ccccc2)c(=O)n(-c2ccccc2)n1C
72.2*	O=c1nc(/C=C/c2ccc(O)c(O)c2)oc2ccccc12
-7.3	COc1ccc(-n2cnc3cc(NC(=O)c4ccco4)ccc32)cc1
-0.9	CC(C)CC1Nc2ncnc(N3CCCCC3)c2N(Cc2ccccc2)C1=O (stereo unspecified)
-50.1	CCc1nc(Nc2cccc(O)c2)c2oc3ccccc3c2n1

These rows are one share of the data; the hit share may differ from the screen's.
